# High-throughput results from PubChem.
# GDH-TPI counter: GDH-TPI coupled enzyme inhibition counter-screen; hit rate 1.2% among 360,000; GDH-TPI coupled enzyme counterscreen, NADH absorbance; AID 588335; inhibition, % at 4.8 µM; in the data active = inhibition above about 30%;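 also: 0% = DMSO wells and 100% = wells lacking the enzyme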
# UGM FP inh: blocks M. tuberculosis UGM enzyme | AID 504406 | purified UGM, fluorescence polarization probe displacement | hit rate 0.06% among 320,000 | P9WIQ1 | inhibition, % at 10 µM; in the data active = inhibition above about 10%, passing the limit was not always enough
# VHR inh abs: DUSP3 (human) phosphatase inhibition | P51452 | recombinant VHR phosphatase, pNPP absorbance | hit rate 0.52% among 290,000 | inhibition, % at 13.3 µM | AID 1654; in the data active = inhibition above about 50%; also: some compounds called inactive have numbers as strong as hits
# Target sequence (P51452 whole entry, looked up): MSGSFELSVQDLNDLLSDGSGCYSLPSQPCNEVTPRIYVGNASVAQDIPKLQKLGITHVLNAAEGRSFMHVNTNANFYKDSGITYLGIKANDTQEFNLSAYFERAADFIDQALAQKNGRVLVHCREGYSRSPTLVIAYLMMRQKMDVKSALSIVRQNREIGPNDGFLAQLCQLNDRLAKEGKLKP
# SSB-PriA inh: blocks PriA binding to SSB C-terminal tail | AlphaScreen SSBct-PriA binding, biotinylated peptide | inhibition, % at 33 µM | hit rate 0.6% among 430,000 | AID 1272365; in the data active = inhibition mostly above about 37%, no sharp cut-off; inactive = mostly below about 20%;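 also: plate controls were negative control peptide for no effect and reference peptide for full effect; strong numbers were not always called active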
# Rv3671c inh: Rv3671c (M. tuberculosis) protease inhibition; AID 2606; inhibition, % at 5.96 µM; hit rate 0.048% among 320,000; in the data active = inhibition above about 38%;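 also: extracellular domain of Rv3671c used as enzyme; 0% = enzyme with DMSO and 100% = no enzyme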
# Target sequence (P9WHR9 whole entry, looked up, the tested form may be a part): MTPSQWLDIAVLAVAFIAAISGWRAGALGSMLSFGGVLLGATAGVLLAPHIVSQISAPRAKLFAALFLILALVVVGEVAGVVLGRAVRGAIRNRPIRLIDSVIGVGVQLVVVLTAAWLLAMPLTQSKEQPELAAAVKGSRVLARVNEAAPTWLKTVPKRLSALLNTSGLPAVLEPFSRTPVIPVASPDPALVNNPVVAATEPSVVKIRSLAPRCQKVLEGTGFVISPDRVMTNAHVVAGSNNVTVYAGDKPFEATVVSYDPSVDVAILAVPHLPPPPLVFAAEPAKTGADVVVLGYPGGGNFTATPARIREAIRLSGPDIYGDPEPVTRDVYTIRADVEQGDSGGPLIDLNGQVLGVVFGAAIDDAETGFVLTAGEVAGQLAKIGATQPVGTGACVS
# SARS 3CLpro inh: SARS-CoV 3CLpro protease inhibition; hit rate 0.14% among 290,000; inhibition, % at 6 µM; recombinant SARS-CoV 3CLpro, quenched FRET peptide cleavage; P0C6X7; in the data active = inhibition above about 12%
# FBA Mtb inh: inhibitors of M. tuberculosis fructose-bisphosphate aldolase. P9WQA3. purified M. tuberculosis FBA, fluorescence read-out. inhibition, % at 1 µM. hit rate 2.3% among 360,000. AID 588726; in the data active = inhibition above about 27%;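 also: 0% = vehicle and 100% = reference inhibitor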
# Target sequence (P9WQA3 whole entry, looked up): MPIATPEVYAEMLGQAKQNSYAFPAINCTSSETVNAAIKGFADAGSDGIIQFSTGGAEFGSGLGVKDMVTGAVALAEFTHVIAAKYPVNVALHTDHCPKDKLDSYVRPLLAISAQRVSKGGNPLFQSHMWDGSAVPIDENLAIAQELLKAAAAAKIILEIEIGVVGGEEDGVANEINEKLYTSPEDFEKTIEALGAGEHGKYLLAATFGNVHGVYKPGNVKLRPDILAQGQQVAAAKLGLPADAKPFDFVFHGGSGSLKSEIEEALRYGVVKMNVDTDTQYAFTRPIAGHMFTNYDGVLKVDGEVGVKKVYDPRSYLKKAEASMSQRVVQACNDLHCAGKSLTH
# MazEF act: MazEF (E. coli) toxin RNase activation; P0AE70; FAM/BHQ RNA-DNA oligo cleavage fluorescence, 5 h; activation, % at 20 µM; hit rate 0.32% among 350,000; in the data active = activation above about 50%
# Target sequence (P0AE70 whole entry, looked up): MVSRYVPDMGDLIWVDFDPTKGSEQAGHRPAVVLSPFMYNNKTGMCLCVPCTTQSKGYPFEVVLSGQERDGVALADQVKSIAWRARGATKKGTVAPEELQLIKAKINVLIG
# Vc quorum ag: induces V. cholerae light production without autoinducers; V. cholerae BH1578 lux reporter, luminescence, 6 h; hit rate 0.16% among 350,000; activation, % at 18.7 µM; in the data active = activation mostly above about 9.7%, no sharp cut-off; also: not every result past the cut was called active; inactives centre near 0; reference of the scale not given here
# BioA inh: BioA (M. tuberculosis) enzyme inhibition. purified M. tuberculosis BioA enzyme, plate reader. inhibition, % at 9.99 µM. hit rate 0.096% among 360,000. AID 602481; in the data active = inhibition above about 40%
# * = called active by the depositor; i = inactive; nt = no result given; & = joins results of further samples. A portion of the library; rates above refer to the full screens.
# A first look, 3 compounds:
# Sequence of screens – SSB-PriA inh	MazEF act	GDH-TPI counter	FBA Mtb inh	UGM FP inh	VHR inh abs	Rv3671c inh	Vc quorum ag	BioA inh	SARS 3CLpro inh
COc1cccc(S(=O)(=O)Nc2ccc3c(c2)OCCO3)c1
 : 1&-21	3	2	0	-0.8	13	nt	1.6	-0.6	-3
COc1ccc(C(CC(=O)N2CCCC2)c2c(OC)cc(OC)c3ccc(=O)oc23)cc1 (centres undefined)
 : -7	1	16	17	3.2	4	-6	-1.5	0.2	nt
COc1cc(N=Nc2ccccc2C(=O)O)ccc1O
 : -7	-3	20	-15	0.0	1	-1	-0.7	2.5	4

# Results, from the first entry:
# Sequence of screens – SSB-PriA inh	MazEF act	GDH-TPI counter	FBA Mtb inh	UGM FP inh	VHR inh abs	Rv3671c inh	Vc quorum ag	BioA inh	SARS 3CLpro inh
COc1cccc(S(=O)(=O)Nc2ccc3c(c2)OCCO3)c1
 : 1&-21	3	2	0	-0.8	13	nt	1.6	-0.6	-3
COc1ccc(C(CC(=O)N2CCCC2)c2c(OC)cc(OC)c3ccc(=O)oc23)cc1 (centres undefined)
 : -7	1	16	17	3.2	4	-6	-1.5	0.2	nt
COc1cc(N=Nc2ccccc2C(=O)O)ccc1O
 : -7	-3	20	-15	0.0	1	-1	-0.7	2.5	4
O=C(COc1ccccc1Cl)Nc1ccc2oc(=O)ccc2c1
 : -7	9	-2	-2	2.1	12	-3	-0.3	11	1
CN(CC(=O)Nc1ccccc1Cl)C(=O)CCSc1ccc(F)cc1
 : -15	-17	3	-2	0.1	nt	-4	-1.9	0.9	nt
O=C(NC1CCCCCC1)C1C2C=CC3(CN(Cc4cccnc4)C(=O)C13)O2 (centres undefined)
 : -13	13	8	0	-1.8	5	4	i	-0.6	1
O=C(NCCCc1ccccc1)c1ccc([N+](=O)[O-])cc1Cl
 : 1	8	-4	1	-1.0	7	2	1.4	2.0	-2
CCOC(=O)N1CCN(C(=O)C2CCN(Cc3ccc(OC)cc3OC)CC2)CC1
 : 10	5	12	-1	0.1	1	-4	-0.3	nt	5
CCCn1c2ccc(/C(C)=N\O)cc2c2cc(/C(C)=N/O)ccc21
 : nt	15	-1	8	-3.4	14	5	i	nt	2
O=C(c1ccc2ccccc2n1)N1CCN(S(=O)(=O)c2ccccc2)CC1
 : -10	6	15	-2	3.7	nt	8	-0.6	-1.2	nt
CC[C@@H](C)[C@@H]1CN([C@@H](CN2CCC[C@H]2CN2C(N)=NC[C@H]2CC(C)C)C(C)C)C(=N)N1CCc1ccc(Cl)c(Cl)c1
 : 7	8	8	4	nt	nt	1	i	-2.0	nt
COc1ccc(NC(=O)c2ccccc2SC)cc1OC
 : 0	7	4	0	-4.3	2	3	-0.4	0.7	1
CCCNS(=O)(=O)c1ccc(CCC(=O)N2CCN(c3ccc(F)cc3)CC2)cc1
 : 0	6	-6	0	0.9	-14	10	i	nt	-2
COc1ccc(C(=O)NCCCNC(=O)c2ccccn2)cc1Br
 : -5	4	-2	-1	-0.3	10	-1	-0.1	0.5	2
CN(C)CCNc1ncnc2c1ncn2[C@H]1CN(Cc2ccc3c(c2)OCO3)C[C@@H](CO)O1
 : nt	nt	2	1	nt	nt	nt	-0.7	-0.3	nt
O=C(NCCCN1CCOCC1)c1cc2ccccc2oc1=O
 : -16	0	14	7	0.5	3	0	nt	-0.3	2
O=C(NC(=S)N(Cc1ccccc1)Cc1ccccc1)c1ccccc1F
 : -1	4	7	-1	-2.4	16	1	-0.3	-0.5	-1
CC(C)(NO)/C(=N/O)c1ccc(Br)cc1
 : nt	20	-4	0	0.8	9	-2	1.6	-1.3	0
C[C@H](NC(=O)c1[nH]cnc1C(=O)Nc1ccccc1)c1ccccc1
 : 4	3	5	-2	-0.8	nt	-9	i	0.0	nt
COc1cc2c(cc1OC)C(c1ccccc1)N(C(=O)c1ccco1)CC2 (centres undefined)
 : 12	-3	-7	1	-0.9	17	-13	-0.1	3.8	nt
CC1CCCC(NC(=O)COC(=O)/C=C/c2ccc3c(c2)OCO3)C1C (centres undefined)
 : -1	-4	27	6	-2.2	13	1	i	0.6	-6
O=C(NCc1ccccc1Cl)C1CCC(=O)N(CC2CCCCC2)C1 (centres undefined)
 : -3	8	0	-1	0.7	6	0	-0.1	0.1	-1
O=C(O)C1CCCCC1C(=O)Nc1ccc(S(=O)(=O)N2CCCCCC2)cc1 (centres undefined)
 : -10	-1	4	1	0.0	13	5	-0.2	nt	-1
Cc1ccc(C)c(NS(=O)(=O)c2ccc(-c3coc(C)n3)cc2)c1
 : 4	4	9	4	0.2	2	7	i	-0.2	2
CCn1cnc2sc(C(=O)Oc3ccc(Br)cc3)c(C)c2c1=O
 : -25	-5	3	-2	-0.1	3	-7	-0.2	nt	5
CCSc1n[nH]c(=S)s1
 : -22	8	2	-3	1.4	-1	-1	-3.1	nt	4
CCC1CCC/C1=N\NC(=O)c1ccccc1Cl (centres undefined)
 : nt	2	8	-2	-0.8	nt	3	i	-1.4	nt
O=C(N/N=C1\CCCc2ccccc21)c1ccccc1[N+](=O)[O-]
 : nt	-4	13	-12	0.4	-27	-3	-0.2	-0.5	8
O=C(Oc1c(CN2CCOCC2)cc(Cl)c2cccnc12)c1ccccc1Br
 : 5	9	-4	2	2.6	-9	-2	-7.9	-1.4	-2
O=C(NCc1ccco1)/C(=C/c1cccc(C(F)(F)F)c1)c1nc2ccccc2[nH]1
 : -13	8	18	4	-0.3	8	1	-0.4	-0.2	-5
NC(=O)CN1C(=O)C2C3c4ccccc4C(c4ccccc43)C2C1=O (centres undefined)
 : 12&-15	9	-9	1	2.0	7	7	-17	-1.0	1
CC1=CC(C)(C)Nc2ccc(OC(=O)C(Cc3ccccc3)N3C(=O)c4ccccc4C3=O)cc21 (centres undefined)
 : -3	6	2	1	-3.3	15	2	i	-1.5	3
CCn1c(SCC(=O)c2ccc(C)cc2)nnc1-c1ccoc1C
 : -9	4	-3	1	1.4	6	-1	-0.2	-0.8	4
Cc1ccc(C(=O)OCC(=O)c2ccccc2)cc1
 : -7	8	-11	2	0.5	10	3	i	-0.3	-4
N#Cc1cccc(N=Cc2c(O)ccc3ccccc23)c1
 : 3	-3	16	5	2.0	-4	-5	-0.4	nt	6
O=C1CC(c2ccccc2)CC(O)=C1C=Nc1ccccc1O (centres undefined)
 : -7	9	-2	-2	2.3	22	-1	-0.3	nt	6
CC1CCCCN1Cc1c(O)ccc2c(=O)c(-c3ccc(Cl)cc3)coc12 (centres undefined)
 : 3	5	9	52*	0.0	-2	5	0.8	-1.2	1
O=C(CSc1nc2[nH]ncc2c(=O)[nH]1)NCCc1ccccc1
 : -16	-11	3	3	2.3	16	-5	0.6	nt	5
COc1ccc(-c2oc3ncnc(NCCCO)c3c2-c2ccc(OC)cc2)cc1
 : 10	-12	25	58*	0.4	16	-6	-0.1	2.8	2
Cc1cc(OCCN2CC2)c2ccccc2n1
 : nt	nt	nt	nt	-3.2	-4	-10	nt	nt	-1
CC(C)=NNC1=NC(C)(C)Cc2ccccc21
 : -8	-2	20	3	-2.7	-10	7	-0.2	-0.1	1
CCCn1c(CCC(=O)O)ccc1-c1ccc(OC)cc1
 : -2	10	-1	30*	3.8	18	1	-7.1	-0.3	-4
O=C(N/N=C/c1ccc(O)c(O)c1)C1c2ccccc2Oc2ccccc21
 : nt	5	10	1	-1.6	11	-3	-0.7	-0.1	6
CC(C)C(C(=O)Nc1ccc(S(N)(=O)=O)cc1)N1C(=O)c2ccccc2C1=O (centres undefined)
 : 7	12	-12	-3	-0.2	8	-3	-0.9	-0.2	7
CC(Oc1ccc(Br)cc1)C(=O)NC1CCCCCC1 (centres undefined)
 : 1	-3	14	6	-0.9	nt	0	-0.4	-1.0	nt

# Structural class: the entries above with a nitro group on carbon (2)
# Sequence of screens – SSB-PriA inh	MazEF act	GDH-TPI counter	FBA Mtb inh	UGM FP inh	VHR inh abs	Rv3671c inh	Vc quorum ag	BioA inh	SARS 3CLpro inh
O=C(NCCCc1ccccc1)c1ccc([N+](=O)[O-])cc1Cl
 : 1	8	-4	1	-1.0	7	2	1.4	2.0	-2
O=C(N/N=C1\CCCc2ccccc21)c1ccccc1[N+](=O)[O-]
 : nt	-4	13	-12	0.4	-27	-3	-0.2	-0.5	8

# More results follow:
# Sequence of screens – SSB-PriA inh	MazEF act	GDH-TPI counter	FBA Mtb inh	UGM FP inh	VHR inh abs	Rv3671c inh	Vc quorum ag	BioA inh	SARS 3CLpro inh
COc1ccc(N2CCN(S(=O)(=O)CCNC(=O)c3ccc4c(c3)OCO4)CC2)cc1
 : 4	4	-4	2	-1.6	nt	3	-0.3	1.1	nt
Cc1cccc(C(=O)NC(=S)NNC(=O)Cc2ccccc2)c1
 : -13	7	9	1	-1.3	4	7	0.7	nt	-1
CCOC(=O)C1=C(C)Nc2ccccc2S1
 : 7	8	14	-2	-0.4	13	2	-0.2	0.9	6
Cc1ccc(C(=O)Nc2nnc(COc3ccccc3)s2)cc1
 : -6	-10	-1	-2	-0.9	2	1	-1.6	nt	1
COC(=O)c1ccc(CSc2cc(C)c3cc(C)cc(C)c3n2)o1
 : -18	-30	-4	-8	1.9	-6	-2	-0.3	nt	-4
COc1cccc(CN2CCCC(C(=O)N3CCCCC3)C2)c1OC (centres undefined)
 : 3	-12	-7	4	0.1	-2	8	nt	-0.4	1
O=C(Cn1c(=O)oc2ccccc21)NCCc1ccccc1
 : -8	6	5	7	1.4	32	-2	-11	0.1	1
Cc1ccc(C)c(N2C(=O)c3ccc(C(=O)OCC(=O)c4c(N)n(C)c(=O)n(C)c4=O)cc3C2=O)c1
 : 1	-14	2	0	0.4	-2	7	-0.3	nt	6
COC(=O)c1cc(S(=O)(=O)Nc2ccc(C)cn2)c[nH]1
 : 3	-3	-3	20	0.0	7	2	0.5	0.3	-5
COc1cc(/C=C2\SC(c3ccc(C)cc3)=NC2=O)cc(OC)c1O
 : 15	5	13	-4	-1.2	3	4	5.4	nt	0
Cc1ccc(-n2c(=O)[nH]c3cc(C(=O)NC4CCN(Cc5ccccc5)CC4)ccc3c2=O)cc1
 : -15	-15	10	3	0.0	34	0	nt	-1.1	-3
Cc1ccc(S(=O)(=O)N(C)CC(=O)Nc2ccncc2)cc1
 : 2	-3	-4	-1	0.2	6	-2	2.6	0.9	-4
COc1ccc(S(=O)(=O)N2CCOCC2)cc1NC(=O)COc1ccc2c(C)cc(=O)oc2c1
 : 0	7	2	13	1.9	nt	-18	-0.2	-0.5	nt
O=S(=O)(NCC(c1ccc2c(c1)OCO2)N1CCOCC1)c1ccc(Br)cc1 (centres undefined)
 : 5	1	1	2	-1.6	nt	-1	i	2.5	nt
CCN1C(=O)CSC1=Nc1ccc(C(=O)OC)cc1
 : nt	-1	0	-3	nt	nt	nt	-0.9	0.8	nt
CC(=O)NC(CC(C)C)C(=O)O (centres undefined)
 : -2&-3	3	3	-2	nt	nt	nt	-0.2	-1.3	nt
CC1=C(C#N)C(c2ccccc2)C2=C(N1)c1ccccc1C2=O (centres undefined)
 : -4	14	5	2	0.4	-8	-4	-0.4	-0.5	5
S=C(Nc1ccc(Cl)cc1Cl)N1CCCC1
 : -16	0	5	3	-0.8	-2	-1	i	-1.9	-3
COc1ccc(CCN2CC(C(=O)NCC(=O)Nc3ccc(F)c(F)c3)CC2=O)cc1OC (centres undefined)
 : -10	5	9	1	-2.5	nt	5	-5.6	1.7	nt
COC(C(=O)Nc1ccnn1C1CCN(C(=O)c2ccc(C=O)cc2)CC1)c1ccccc1 (centres undefined)
 : -6	-7	12	2	0.9	15	-8	0.2	-0.6	1
Cc1nc(-c2ccc(Cl)cc2)sc1C1(C)CC(c2cccc([N+](=O)[O-])c2)=NO1 (centres undefined)
 : -6	0	-4	4	-0.6	11	-3	1.7	-1.4	nt
COc1ccc(CN2CCN(CCCc3ccccc3)C(CCO)C2)c(O)c1 (centres undefined)
 : 6	7	5	0	-0.3	21	-1	i	-0.1	0
O=C(CCN1C(=O)C2CC=CCC2C1=O)N1CCN(c2ccccn2)CC1 (centres undefined)
 : -13	2	4	9	6.7	23	5	i	6.1	1
CCc1ccc(Nc2n[n+](-c3ccccc3)c(-c3cc(OC)c(OC)cc3Br)s2)cc1
 : 17	5	0	-3	0.4	20	2	0.0	-0.3	3
